eIF4E 4G PPI: inhibitors of eIF4E and eIF4G interaction in translation initiation | TR-FRET eIF4E-eIF4GI(517-606) binding, 2 h | inhibition, % at 21.7 µM | 220,000 compounds, 0.37% hits;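 active = inhibition above about 30%, limit read from the data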;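 note: 0% = full FRET control wells and 100% = background wells lacking eIF4GI fragment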
p97 inhibitor: human p97 ATPase inhibition | P55072 | recombinant p97 ATPase, Kinase-Glo ATP luminescence, 3 h | inhibition, % at 8 µM | 220,000 compounds, 0.42% hits | AID 1481; in the data active = inhibition above about 15%;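 note: 0% = DMSO vehicle and 100% = wells lacking enzyme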
EP2 antag: EP2 receptor (human) inhibition | inhibition, % at 25 µM | C6 glioma cells expressing human EP2, cAMP TR-FRET; cells stimulated with saturating PGE2 | 260,000 compounds, 0.52% hits | AID 1422;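 active = percent inhibition above 40 after rounding to a whole number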;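 note: rat C6 glioma host cells with rolipram phosphodiesterase inhibitor present; the protocol text gives 20 µM as final concentration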
Target sequence (P43116 whole entry, looked up): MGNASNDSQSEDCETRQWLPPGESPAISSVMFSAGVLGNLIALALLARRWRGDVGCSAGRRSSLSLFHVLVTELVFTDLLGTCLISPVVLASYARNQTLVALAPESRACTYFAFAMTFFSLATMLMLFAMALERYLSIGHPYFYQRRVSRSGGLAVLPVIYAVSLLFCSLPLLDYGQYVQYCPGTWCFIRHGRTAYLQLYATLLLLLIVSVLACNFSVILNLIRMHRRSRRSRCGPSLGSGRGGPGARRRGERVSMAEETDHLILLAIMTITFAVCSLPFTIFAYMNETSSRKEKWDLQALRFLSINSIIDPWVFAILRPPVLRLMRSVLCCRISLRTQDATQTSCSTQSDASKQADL
NPY-Y1 antag: blocks the human neuropeptide Y Y1 receptor; P25929; HEK293-CNG Y1 cells, membrane potential fluorescence; NPY at EC95, then isoproterenol; inhibition, % at 3.6 µM; 200,000 compounds, 1% hits; AID 1040;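 active = inhibition above the campaign mean inhibition of all tested compounds plus 3 SD, cut at about 20% in these data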;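 note: 0% = DMSO wells given NPY plus isoproterenol and 100% = isoproterenol alone without NPY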
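Material: Y1- and CNG-channel-expressing HEK293 cells / Probe or stimulus: NPY 25 nM then isoproterenol 1 µM plus Ro 20-1724 25 µM / Doses: 3.6 µM single dose, DMSO 0.4% / Schedule: compound incubation 1 h at room temperature, readout 45 min post-stimulation / Signal: membrane potential fluorescence / Benchmarks: isoproterenol-only wells as full block versus NPY-plus-isoproterenol wells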
S1P4 ag: human S1P4 receptor agonism; O95977; S1P4-expressing cell line, agonist reporter assay; activation, % at 4.98 µM; 220,000 compounds, 0.35% hits; AID 1509; in the data active = activation above about 11%;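 note: 0% = DMSO vehicle and 100% = reference agonist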
EP2 mod: modulators of human EP2 prostaglandin E2 receptor; P43116; EP2-expressing cells, cAMP HTRF FRET, PGE2 co-stimulation; induction, % at 25 µM; 260,000 compounds, 0.83% hits;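 active = compounds whose cAMP rise, as percent of the full-agonist control response, exceeds 60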;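 note: rat C6 glioma line stably carrying human EP2 under a CMV promoter; the protocol text gives 20 µM as final concentration; 100% = response of wells given 1 µM PGE2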
S1P4 antag: blocks the human S1P4 receptor; inhibition, % at 4.98 µM; S1P4-expressing cells, antagonist mode, reporter read-out; O95977; AID 1510; 220,000 compounds, 0.26% hits; in the data active = inhibition above about 29%;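 note: 0% = wells stimulated with agonist and 100% = vehicle wells without agonist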
NPY-Y1 PAM-ag: potentiators or agonists of human neuropeptide Y receptor Y1; P25929; NPY-Y1 expressing cells, potentiator/agonist activation; activation, % at 3.6 µM; 220,000 compounds, 0.37% hits; AID 1304; in the data active = activation above about 33%, passing the limit was not always enough;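 note: cells stimulated with NPY at EC10 then isoproterenol at EC100; 0% = low agonist plus stimulus and 100% = saturating agonist plus stimulus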
NPY2 pot ag: human NPY-Y2 potentiation or agonism, primary screen; P49146; cells expressing NPY-Y2, potentiator/agonist read-out; activation, % at 3.6 µM; 220,000 compounds, 0.45% hits; AID 1359; in the data active = activation above about 27%;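 note: cells stimulated with NPY near EC25 plus isoproterenol at EC100; 0% = vehicle plus submaximal agonist and 100% = vehicle plus saturating agonist; some results beyond the cut were filed as inactive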
Target sequence (P49146 whole entry, looked up): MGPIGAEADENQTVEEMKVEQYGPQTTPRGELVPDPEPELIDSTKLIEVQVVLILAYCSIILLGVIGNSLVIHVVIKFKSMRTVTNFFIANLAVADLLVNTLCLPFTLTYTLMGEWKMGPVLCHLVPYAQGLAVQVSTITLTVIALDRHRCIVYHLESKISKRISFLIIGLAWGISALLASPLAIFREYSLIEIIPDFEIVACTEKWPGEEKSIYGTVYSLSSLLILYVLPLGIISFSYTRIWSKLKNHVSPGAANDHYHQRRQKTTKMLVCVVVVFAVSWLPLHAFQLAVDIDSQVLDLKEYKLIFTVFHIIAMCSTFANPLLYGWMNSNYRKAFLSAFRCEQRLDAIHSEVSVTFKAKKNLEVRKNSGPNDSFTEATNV
Active calls of the source: *; x = not tested or not shown; & = joins results of further samples; [ ] = dose if it differs, or a comment. This is a subset (hit frequency here may not be typical).

item	compound	EP2 antag	NPY2 pot ag	S1P4 antag	NPY-Y1 antag	eIF4E 4G PPI
1	O=C(CCc1ccccc1)NNC(=S)NC(=O)c1ccccc1	10	-27	5	4	1[fluorescence artefact?]
2	COCc1cc(C)[nH]c(=O)c1C#N	8	5	-2	-12	-11
3	COC(=O)CCC(=O)NC(=S)Nc1ccccc1F	5	-3	10	3	0
4	Cc1cccc(S(=O)(=O)Nc2cccc3c2C(=O)c2ccccc2-3)c1	11	-2	9	3	-1
5	CC(=O)N(Cc1ccc(F)cc1)c1cccc(C)c1C	6	11	-8	8	0
6	COc1ccc(CNC(=O)C/C(C)=N/NC(=O)Cc2ccc(OC)c(OC)c2)cc1	7	0	-17	0	1[fluorescence artefact?]
7	CCC(C)(C)NC(=O)Cc1ccc(F)cc1	5	-2	-14	-2	1
8	COc1ccccc1CNc1cc(C)ccc1C	23	-9	16	5	9
9	O=C(N/N=C/c1ccncc1)c1cc2ccccc2o1	6	8	-9	6	2
10	O=C(CSc1n[nH]c(=O)[nH]c1=O)c1ccc(Cl)cc1Cl	10	10	-10	x	-3
11	O=C(CSc1ncn[nH]1)c1ccccc1	2	9	-2	-6	-2[fluorescence artefact?]
12	CC1(C)Cc2ccccc2-c2nc(-c3ccccc3)oc(=O)c21	13	0	-4	9	1

item	EP2 mod	S1P4 ag	NPY-Y1 PAM-ag	p97 inhibitor
1	0	2.0	11	4
2	24	-1.6	2	4
3	-4	-1.0	3	8
4	-35	-0.9	-3	-1
5	44	0.8	-1	-1
6	0	-0.9	-30	2
7	23	1.1	-4	-1
8	66*	0.2	0	-3
9	-8	-1.4	-13	1
10	-11	0.4	12	4
11	4	-0.1	7	4
12	29	-2.2	-36	-1

Whole records from above:
`Cc1cccc(S(=O)(=O)Nc2cccc3c2C(=O)c2ccccc2-3)c1` is entered as EP2 antag: 11; NPY2 pot ag: -2; S1P4 antag: 9; NPY-Y1 antag: 3; eIF4E 4G PPI: -1; EP2 mod: -35; S1P4 ag: -0.9; NPY-Y1 PAM-ag: -3; p97 inhibitor: -1
`O=C(CSc1ncn[nH]1)c1ccccc1` is entered as EP2 antag: 2; NPY2 pot ag: 9; S1P4 antag: -2; NPY-Y1 antag: -6; eIF4E 4G PPI: -2[fluorescence artefact?]; EP2 mod: 4; S1P4 ag: -0.1; NPY-Y1 PAM-ag: 7; p97 inhibitor: 4
`O=C(CCc1ccccc1)NNC(=S)NC(=O)c1ccccc1` is entered as EP2 antag: 10; NPY2 pot ag: -27; S1P4 antag: 5; NPY-Y1 antag: 4; eIF4E 4G PPI: 1[fluorescence artefact?]; EP2 mod: 0; S1P4 ag: 2.0; NPY-Y1 PAM-ag: 11; p97 inhibitor: 4

The listing continues.
item	compound	EP2 antag	NPY2 pot ag	S1P4 antag	NPY-Y1 antag	eIF4E 4G PPI
13	C=CCn1c(SCC(=O)NNC(=O)Nc2cccc(Cl)c2)nnc1-c1ccccc1	11	0	-4	x	7
14	Cc1ccc(CN(C(=O)c2sc3ccccc3c2Cl)C2CCS(=O)(=O)C2)cc1 (configuration not stated)	10	5	8	1	4
15	Cc1ccc2nc(-c3ccc(NC(=O)CN4C(=O)NC(C)(c5ccc(OC(F)F)cc5)C4=O)cc3)sc2c1 (configuration not stated)	8	27	-16	-10	3[fluorescence artefact?]
16	Cc1sc2nc(COC(=O)CNC(=O)c3ccc(C(C)(C)C)cc3)[nH]c(=O)c2c1C	24	-4	-1	9	1
17	CC1CCCCN1C(=O)CCn1c(=S)oc2ccccc21 (configuration not stated)	2	-23	-6	x	2
18	Cc1cc(C(=O)NNC(=S)NC(=O)/C=C/c2ccccc2Cl)n[nH]1	3	1	7	-6	2
19	Cn1nc(C(C)(C)C)cc1C(=O)NNC(=O)c1cccc(Cl)c1	14	1	2	x	1
20	CCn1c(CSc2nnc(-c3ccoc3C)n2C)nc2cc(S(=O)(=O)N(C)C)ccc21	-1	2	9	0	-11
21	COc1ccc(S(=O)(=O)CC(O)CN2CCCC2=O)cc1 (configuration not stated)	6	-16	6	-6	8
22	CC1=CC(C)(C)N2C(=O)C3(C(C#N)=C(N)OC4=C3C(=O)CC(C)(C)C4)c3cc(C)cc1c32 (configuration not stated)	7	4	-16	-3	2
23	O=C1C2=C(SCCS2)C(=O)N1c1ccccc1	10	8	12	-1	-3
24	CCn1c(-c2ccc(C)cc2)n[nH]c1=S	9	-6	-23	3	-4

item	EP2 mod	S1P4 ag	NPY-Y1 PAM-ag	p97 inhibitor
13	-6	-1.2	33	-1
14	33	-3.9	-23	-1
15	-6	1.0	26	5
16	39	5.2	-31	2
17	5	1.1	8	2
18	0	-0.5	6	3
19	-36	0.2	-1	9
20	16	1.9	22	5
21	27	0.6	0	2
22	1	1.3	18	2
23	-1	-0.7	12	3
24	26	0.7	2	0

(next part)
item	compound	EP2 antag	NPY2 pot ag	S1P4 antag	NPY-Y1 antag	eIF4E 4G PPI
25	COc1ccc(C)cc1NC(=O)c1cc2ccccc2o1	5	-13	9	5	-4
26	COCCn1c(C)cc(C(=O)COC(=O)c2c(C)nn(Cc3ccccc3)c2C)c1C	27	0	-11	-1	-4
27	COc1cc(/C=N/Nc2ccccn2)ccc1OCC(C)C	12	-11	-14	4	1
28	CCCCOC(=O)C1CCCC(C(=O)OCCCC)N1 (configuration not stated)	12	6	-6	4	8[fluorescence artefact?]
29	CCOC(=O)C(C)(C)Sc1nc2c(cnn2-c2ccc(Cl)cc2)c(=O)[nH]1	11	4	-9	-1	0
30	Cc1cc(C)cc(NC(=O)CSc2ccc(-c3ccco3)nn2)c1	5	-2	-18	5	4
31	Cc1n(CC(O)COC2CCCCC2)c2ccccc2[n+]1C (configuration not stated)	17	1	7	4	0
32	CCC1CC(CSc2ncn[nH]2)OC1=O (configuration not stated)	6	13	1	-3	8[fluorescence artefact?]
33	Cc1nnc(SCC(=O)Nc2ncc3c(n2)CC(c2ccccc2)CC3=O)s1 (configuration not stated)	8	-17	-6	7	-5[fluorescence artefact?]
34	CCOC(=O)C1CCN(C(=S)Nc2cc(C)ccc2C)CC1	6	-9	-1	1	0
35	CCc1sc(-c2ccccc2)nc1C(=O)OC	5	-6	2	x	-2
36	Cc1ccc(NC(=O)Cn2nnc(-c3ccccc3-n3cnnn3)n2)c(C)c1	4	-6	-13	2	-5

item	EP2 mod	S1P4 ag	NPY-Y1 PAM-ag	p97 inhibitor
25	49	0.3	-31	0
26	9	0.9	12	-12
27	-10	-4.7	18	0
28	1	-3.0	15	-6
29	41	0.1	12	5
30	7	-0.8	-16	2
31	19	0.2	-4	-1
32	5	1.5	13	8
33	14	1.8	-4	-1
34	3	0.7	-6	6
35	7	1.1	-6	2
36	-7	-0.1	-8	6

Structures shown so far that have a cyano group (2):
item	compound	EP2 antag	NPY2 pot ag	S1P4 antag	NPY-Y1 antag	eIF4E 4G PPI
2	COCc1cc(C)[nH]c(=O)c1C#N	8	5	-2	-12	-11
22	CC1=CC(C)(C)N2C(=O)C3(C(C#N)=C(N)OC4=C3C(=O)CC(C)(C)C4)c3cc(C)cc1c32 (configuration not stated)	7	4	-16	-3	2

item	EP2 mod	S1P4 ag	NPY-Y1 PAM-ag	p97 inhibitor
2	24	-1.6	2	4
22	1	1.3	18	2

Carrying on.
item	compound	EP2 antag	NPY2 pot ag	S1P4 antag	NPY-Y1 antag	eIF4E 4G PPI
37	O=C(C1CCCO1)N1CCC(O)(c2ccccc2)CC1 (configuration not stated)	5&13	3	-33	3	-2
38	CC(C)(C)c1cc(NS(=O)(=O)c2ccc3c(c2)OCCO3)on1	3	-7	-13	-3	-2
39	CCOC(=O)CNc1nc(Oc2ccc(=O)n(C)n2)nc(N(CC)CC)n1	6	5	-1	3	-2
40	COc1ccc(C/C(N)=N/n2cnnc2)cc1Cl	9	8	-25	6	-12[fluorescence artefact?]
41	O=C1N=c2ccccc2=C1c1c(O)n(-c2cccc(F)c2)[nH]c1=O	6	0	-15	1	16
42	CCOC(=O)c1cc(NC(=O)Nc2ccccc2Cl)c(C)nc1C	9	-1	-16	0	-2
43	Cc1ccc(C)c(N2CCN(C(=O)CCCn3c(=S)[nH]c4cc5c(cc4c3=O)OCO5)CC2)c1	12	-17	-15	5	-4
44	CCOc1ccc(Cn2nnc(C(=O)NCCc3ccccc3)c2N)cc1	11	7	5	-3	5
45	O=C(N/N=C\c1ccc(CNS(=O)(=O)c2ccc(Cl)cc2)o1)C(=O)Nc1ccc(Oc2ccccc2)cc1	9	-7	-10	-1	-1
46	COc1ccc2c(=O)cc(C(=O)O)oc2c1	7	3	-1	1	5
47	O=C1N=C(N2CCC(Cc3ccccc3)CC2)S/C1=C/c1cn[nH]c1-c1ccccc1	6	0	-41	14	1
48	COC(=O)c1c(-c2ccc(C)cc2)csc1NC(=O)Cc1ccc(OC)c(OC)c1	x	-10	6	9	-36

item	EP2 mod	S1P4 ag	NPY-Y1 PAM-ag	p97 inhibitor
37	18&13	-0.3	26	-1
38	-3	2.9	-4	4
39	17	-0.5	14	2
40	23	2.6	23	5
41	-50	1.1	-5	7
42	-6	-0.2	11	1
43	-21	11	-3	4
44	-8	-3.0	6	-4
45	15	0.1	-22	-1
46	-19	1.5	5	4
47	-6	0.4	-18	-4
48	7	-1.0	-6	-2

As entered above.
For eIF4E 4G PPI, `COC(=O)c1c(-c2ccc(C)cc2)csc1NC(=O)Cc1ccc(OC)c(OC)c1` is listed with -36
For S1P4 ag, `CCOC(=O)c1cc(NC(=O)Nc2ccccc2Cl)c(C)nc1C` is listed with -0.2
For S1P4 antag, `O=C(C1CCCO1)N1CCC(O)(c2ccccc2)CC1` (configuration not stated) is listed with -33

Carrying on:
item	compound	EP2 antag	NPY2 pot ag	S1P4 antag	NPY-Y1 antag	eIF4E 4G PPI
49	CCC(=O)c1cc2c(C)cc(=O)oc2c(C)c1OC(=O)C(C)C	4	-7	-6	7	22
50	Cc1cc(C)n(/N=C/c2ccc(O)cc2)c(=O)c1C#N	8	-1	-7	2	-1
51	COc1ccccc1NS(=O)(=O)c1cccc(NC(=O)C2CC(=O)N(Cc3ccccc3)C2)c1 (configuration not stated)	7	10	-6	0	-1
52	Cn1c(=O)c2[nH]c(N=Nc3ccc(N)cc3N)nc2n(C)c1=O	10	17	0	x	0
53	COc1ccc(-c2csc(-c3ccccc3)n2)c(OC)c1	8	7	-1	7	5
54	COc1ccc(-c2cc(C(F)(F)F)nc(SCC(=O)N3CCOCC3)n2)cc1OC	9	2	4	0	11
55	CCN(CC)S(=O)(=O)c1cccc(-c2nnc(SCc3ncc(-c4ccccc4)o3)n2C)c1	12	-8	-29	7	-1

item	EP2 mod	S1P4 ag	NPY-Y1 PAM-ag	p97 inhibitor
49	19	-0.1	-24	1
50	9	-1.1	-14	4
51	-41	-0.1	4	1
52	7	1.2	1	0
53	3	-0.1	-10	0
54	37	0.5	-4	-5
55	-30	-0.6	-15	-1

Sorted by count of non-hydrogen atoms (lowest first): part of the list above.
item	compound	EP2 antag	NPY2 pot ag	S1P4 antag	NPY-Y1 antag	eIF4E 4G PPI
53	COc1ccc(-c2csc(-c3ccccc3)n2)c(OC)c1	8	7	-1	7	5
49	CCC(=O)c1cc2c(C)cc(=O)oc2c(C)c1OC(=O)C(C)C	4	-7	-6	7	22
51	COc1ccccc1NS(=O)(=O)c1cccc(NC(=O)C2CC(=O)N(Cc3ccccc3)C2)c1 (configuration not stated)	7	10	-6	0	-1

item	EP2 mod	S1P4 ag	NPY-Y1 PAM-ag	p97 inhibitor
53	3	-0.1	-10	0
49	19	-0.1	-24	1
51	-41	-0.1	4	1

Bioassay records deposited in PubChem by several laboratories.
